Bioassay records as filed in PubChem.
UPR XBP1 act = adaptive UPR (XBP1) activation; AID 463104; 0.33% of 330,000 active; CHO-XBP1 luciferase reporter, IRE1-XBP1 UPR activation, luminescence; percent of tunicamycin response, DMSO as zero; activation, % at 20 µM;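 active = versus positive control, 20 µM dose yields 30% or more activation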;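 note: 100% = tunicamycin at 10 µg/mL and 0% = DMSO only wells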
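assay system = CHO-XBP1 luciferase reporter cells | amount = 1000 cells/well | buffer or medium = F12 plus 10% FBS | compound dosing = single point, 20 µM final compound, 1% DMSO | incubation = 16-18 h cell attachment at 37 °C, then 6 h compound exposure | detection = Steady-Glo luminescence read | controls = tunicamycin 10 µg/mL and vehicle-only wells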
CXCR6 inh = inhibitors of human CXCR6 receptor; O00574; AID 602244; CHO-K1 PathHunter CXCR6 beta-arrestin, luminescence; 0.36% of 360,000 active; inhibition, % at 20 µM; in the data active = inhibition above about 34%, passing the limit was not always enough;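 note: antagonist mode with CXCL16 agonist at 10 nM final; 0% = 10 nM CXCL16 with DMSO and 100% = unstimulated wells without agonist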
Target sequence (O00574 whole entry, looked up): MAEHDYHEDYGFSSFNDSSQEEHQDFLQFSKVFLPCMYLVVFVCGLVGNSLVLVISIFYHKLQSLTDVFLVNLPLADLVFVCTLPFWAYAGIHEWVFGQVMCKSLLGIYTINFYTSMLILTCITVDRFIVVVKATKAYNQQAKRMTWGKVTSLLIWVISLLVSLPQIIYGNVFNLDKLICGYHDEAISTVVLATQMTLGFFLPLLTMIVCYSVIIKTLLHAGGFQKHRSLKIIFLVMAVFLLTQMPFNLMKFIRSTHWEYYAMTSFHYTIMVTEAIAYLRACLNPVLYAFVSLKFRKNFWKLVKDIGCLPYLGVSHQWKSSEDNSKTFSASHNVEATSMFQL
CHOP UPR activ = activators of apoptotic arm of unfolded protein response (CHOP); CHO-CHOP luciferase reporter, UPR activation, luminescence; percent of tunicamycin response over DMSO baseline; activation, % at 10 µM; 0.34% of 330,000 active; AID 449763;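 active = at 10 µM dose, activation of 40% or more, normalized to positive control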;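 note: 100% = tunicamycin at 10 µg/mL and 0% = DMSO alone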
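Assay system: CHO-CHOP cells, stable luciferase reporter of PERK-eIF2a-CHOP signalling / Buffer or medium: F12 plus 10% serum / Compound dosing: one dose, 10 µM in 0.5% DMSO / Times: 6 h compound treatment, 37 °C / Technique: luciferase luminescence / Read-out: % reporter activation, DMSO baseline versus tunicamycin full activation / Benchmarks: tunicamycin and DMSO controls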
Mdm2-MdmX inh = disrupts the human Mdm2-MdmX interaction. O15151+Q00987. SaOS-2 split-luciferase Mdm2/MdmX complementation, luminescence. inhibition, % at 8 µM. 3% of 330,000 active. AID 485346;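 active = inhibition of at least 50% at 8 µM in the primary screen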
CCR6 antag = CCR6 (human) receptor antagonism | P51684 | CHO-K1 CCR6 PathHunter beta-arrestin, luminescence, CCL20-stimulated | inhibition, % at 20 µM | 0.49% of 340,000 active | AID 493098;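 active = compounds whose inhibition of the agonist-driven luminescence signal at 20 µM reaches about 50%, limit read from the data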;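 note: cells stimulated with CCL20 at 14 nM final; plate controls were DMSO with CCL20 for no effect and DMSO without agonist for full effect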
Target sequence (P51684 whole entry, looked up): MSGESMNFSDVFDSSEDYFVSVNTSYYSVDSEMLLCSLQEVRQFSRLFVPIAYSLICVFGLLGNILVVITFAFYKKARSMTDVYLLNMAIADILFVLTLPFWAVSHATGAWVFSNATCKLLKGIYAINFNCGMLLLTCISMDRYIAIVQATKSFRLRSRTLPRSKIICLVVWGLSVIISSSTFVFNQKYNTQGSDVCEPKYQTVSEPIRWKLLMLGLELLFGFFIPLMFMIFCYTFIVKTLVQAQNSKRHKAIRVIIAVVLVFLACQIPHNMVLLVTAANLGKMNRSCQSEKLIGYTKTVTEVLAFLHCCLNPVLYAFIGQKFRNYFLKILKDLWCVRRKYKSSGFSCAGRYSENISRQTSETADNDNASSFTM
697 NFkB inh = lowers PMA/ionomycin-induced NF-kB signal in 697 B cells. 697 B-cell NF-kB luciferase reporter, 16 h. inhibition, % at 4 µM. 0.33% of 330,000 active. AID 435022; in the data active = inhibition above about 35%
EBI2 block = antagonists of human EBI2 receptor | P32249 | EBI2 beta-arrestin recruitment, luminescence, 7a,25-OHC stimulated | inhibition, % at 5 µM | 0.81% of 360,000 active | AID 651636; in the data active = inhibition above about 38%;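 note: enzyme fragment complementation signal reports receptor beta-arrestin coupling in cells; 0% = agonist plus DMSO wells and 100% = wells without agonist; some results beyond the cut were filed as inactive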
Target sequence (P32249 whole entry, looked up, the tested form may be a part): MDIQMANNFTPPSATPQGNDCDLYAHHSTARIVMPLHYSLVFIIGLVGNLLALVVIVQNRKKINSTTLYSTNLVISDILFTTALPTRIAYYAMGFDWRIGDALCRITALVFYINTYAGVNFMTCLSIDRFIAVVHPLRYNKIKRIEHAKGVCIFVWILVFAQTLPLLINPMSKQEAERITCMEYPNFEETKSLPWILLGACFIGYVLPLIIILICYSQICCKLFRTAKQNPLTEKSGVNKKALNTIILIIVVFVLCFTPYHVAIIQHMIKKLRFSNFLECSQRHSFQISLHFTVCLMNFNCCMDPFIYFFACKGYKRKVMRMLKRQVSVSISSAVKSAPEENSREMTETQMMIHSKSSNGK
Jurkat NFkB inh = lowers PMA/ionomycin-induced NF-kB signal in Jurkat cells. PMA/ionomycin-induced NF-kB luciferase reporter, luminescence. inhibition, % at 4 µM. 0.53% of 330,000 active. AID 435003; in the data active = inhibition above about 50%
Gli-Sufu block = Gli-Sufu pathway antagonism. 0.74% of 340,000 active. inhibition, % at 5 µM. Sufu-KO-LIGHT fibroblasts, Gli luciferase reporter luminescence;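 active = inhibition above about 55%, limit read from the data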;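 note: 0% = DMSO-treated cells and 100% = wells with medium but no cells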
An asterisk follows results filed as active; . = not tested or not shown. Not all compounds are listed (hit frequency here may not be typical).

SMILES	UPR XBP1 act	CXCR6 inh	CHOP UPR activ	Mdm2-MdmX inh	CCR6 antag	697 NFkB inh	EBI2 block	Jurkat NFkB inh	Gli-Sufu block
C/C(=N\NC(=O)c1ccccc1)c1c(O)n(Cc2ccccc2)c(=O)[nH]c1=O	-5	6	-1.0	26	2	13	-8	-15	-5
O=C(c1cccc(Cl)c1)C1CCCN(Cc2ccon2)C1 (stereo not drawn)	0	1	-0.9	-3	3	-12	-4	-7	-5
CC1CCCCN1CC(O)c1c[nH]c2ccccc12 (stereo not drawn)	-1	4	-1.5	11	-2	1	-9	-6	10
Cn1cc(C(=O)OCC(=O)N2CCCC2)c2ccccc21	1	-10	0.1	6	7	21	-5	5	-4
Cc1cc(=O)oc2cc(OCC(=O)N3CCN(C(C)c4ccccc4)CC3)c(Cl)cc12 (stereo not drawn)	-4	0	0.3	21	11	12	2	20	-1
CN1C2CCC1C(C(=O)O)C(OC(=O)c1ccccc1)C2 (stereo not drawn)	6	0	-1.4	14	5	-17	8	-22	-16
COc1cccc(-n2c(/C=C/c3ccccn3)nc3ccccc3c2=O)c1	0	5	0.1	27	15	-6	1	-15	22
CC(C)CN1CCN(Cc2ccc(C(F)(F)F)cc2)CC1CCO (stereo not drawn)	1	2	3.0	-16	12	0	0	-4	10
C=CCc1ccc(OC)cc1	-3	-4	-1.7	-10	-7	17	-4	-6	-2
COc1ccccc1-n1c(O)c(C=NC2CC2)c(=O)[nH]c1=O	1	-4	-2.7	12	-4	15	2	-3	9
CC(=O)c1c(C)n(CC2CCCO2)c2ccc(O)cc12 (stereo not drawn)	-1	-2	-1.3	9	9	4	1	20	-8
COc1ccc(S(=O)(=O)N2Cc3cnnn3-c3ccccc3C2C#N)cc1 (stereo not drawn)	.	-2	.	.	15	.	-18	.	1
COc1ccc(NC(=O)c2cn(CCC#N)nc2-c2cccc([N+](=O)[O-])c2)cc1	-1	2	1.2	-21	18	31	1	8	5
C/C=C(\C)C(=O)N[C@@H](c1ccccc1)[C@@H](O)C(=O)O[C@H]1C[C@@]2(O)[C@@H](OC(=O)c3ccccc3)C3[C@](C)(C(=O)[C@H](OC(C)=O)C(=C1C)C2(C)C)[C@H](O)C[C@H]1OC[C@@]31OC(C)=O (stereo partly drawn)	-2	3	1.6	40	-7	2	0	72*	-19
COc1ccc2c(c1)NP(=S)(c1ccccc1)N2C (stereo not drawn)	.	0	.	.	17	.	8	.	-5
O=C(Nc1ccc(Cl)cc1C(=O)c1ccccc1)c1ccc(Br)o1	-1	0	-0.8	1	8	-4	5	-3	-6
CC(NC(C)(C)C)C(=O)c1cccc(Cl)c1 (stereo not drawn)	-5	1	-1.5	10	15	5	-1	-2	49
O=C1NC2C(=CC(O)C(O)C2O)c2cc3c(cc21)OCO3 (stereo not drawn)	.	0	.	.	4	.	4	.	71*
c1cncc(CNC2=NCCCCC2)c1	0	-5	0.7	-29	-18	10	-8	-22	3
CCOC(=O)C1CCN(C=C2C(=O)N(C)C(=S)N(C)C2=O)CC1	-1	3	3.3	-1	8	9	0	1	-4
O=C(C(=O)N1CCOCC1)c1cn(Cc2ccccc2F)c2ccccc12	-4	-4	0.1	15	-6	-1	5	-1	0
CC/C(=N\NC(=O)c1ccccc1)c1c(O)n(Cc2ccccc2)c(=O)[nH]c1=O	4	9	-1.4	13	5	12	-8	-5	-2
COC(=O)C1=C(c2ccc(OC(F)(F)F)cc2)C[C@@H]2CC[C@H]1N2C(=O)N1CCC(C)CC1	-6	21	0.9	32	37	0	17	1	46
O=C(c1cccc(C(F)(F)F)c1)N1C[C@H]2C[C@@H](C1)c1cccc(=O)n1C2	-2	8	-0.5	7	5	-1	0	0	3
C=CC(C)C(C(=O)c1ccccc1)N(C)C (stereo not drawn)	4	8	0.1	-4	-8	-12	-14	-6	0
CCCCC1(CCCC)C(=O)NC(=Nc2cccc(C)c2)NC1=O	4	-4	0.7	18	-14	-9	-3	-8	-5
C=CCn1c(O)c(/C=N/N2CCCCC2c2cccnc2)c(=O)[nH]c1=S (stereo not drawn)	-4	1	0.2	2	0	12	-3	1	-2
COC(=O)C1=C(c2cccc(OC)c2OC)C[C@@H]2CC[C@H]1N2C(=O)N1CCOCC1	0	-6	1.1	-4	4	13	0	8	9
Cc1ccc(S(=O)(=O)N2CCN(C(=O)COC(=O)Cc3ccccc3)CC2)c(C)c1	-2	-1	1.9	2	-4	2	-5	3	-5
C=C(C)CC1(CC)C(=O)NC(=S)NC1=O	.	-2	.	.	2	.	-12	.	3
CC(=O)C1C2c3ccccc3OC1(C)N=c1s/c(=C/c3cn(C)nc3C)c(=O)n12 (stereo not drawn)	7	7	-0.2	1	-2	5	-12	-3	9
CN=C(SCC(=O)c1cccc(Cl)c1)c1c(O)n(C)c(=O)n(C)c1=O	-2	9	1.1	13	8	-3	-6	-8	-4
COc1cccc(-n2c(O)c(C=NCCN3CCOCC3)c(=O)[nH]c2=O)c1	2	6	2.0	-1	9	-8	-1	-1	-11
CCC(=O)N1CC(=O)Nc2ccc(Br)cc2C1c1ccccc1 (stereo not drawn)	2	0	-0.2	-5	10	4	-16	-4	-12
Cc1ccccc1NC1=NCCCS1	3	4	-1.6	20	-12	-3	-3	9	1
CCCCCc1nc2ccccc2c(=O)n1-c1ccc(Cl)cc1[N+](=O)[O-]	2	-1	-1.6	-10	12	9	10	-8	7
C=CCC1C(=O)NC(=S)NC1=O	2	-3	-1.1	0	9	10	7	12	1
COc1ccccc1CCNCc1ccc(OC)c(OC)c1OC	-2	-4	-0.3	-8	4	11	10	-3	19
Fc1ccc(CNCCc2ccccc2)cc1	1	-7	1.1	-14	13	19	-2	5	5
Cc1ccsc1C(=O)C1CCCN(Cc2ccc(-n3cccn3)cc2)C1 (stereo not drawn)	1	-6	0.2	-13	13	3	-18	3	7
CC/C(=N\NC(=S)Nc1ccccc1)c1c(O)[nH]c(=O)[nH]c1=O	1	-7	1.4	-2	4	0	10	-3	5
C[C@]12CC[C@@H]3c4ccc(O)c(O)c4CC[C@H]3[C@@H]1CC[C@@H]2O	-5	-9	12	-18	8	6	29	32	3
Cc1sc2nc(COC(=O)Cc3ccccc3)[nH]c(=O)c2c1C	0	8	-0.3	3	-7	23	-6	-1	-3
CC(=O)O[C@]1(c2ccccc2)CCN(C)[C@H]2CCCC[C@@H]21	2	12	-0.5	34	-2	6	-1	3	4
CN1CCc2cccc(Cl)c2CC1	-5	0	0.8	-18	17	20	-2	-7	5

Structural class: the compounds so far containing a nitro group on carbon (2)
SMILES	UPR XBP1 act	CXCR6 inh	CHOP UPR activ	Mdm2-MdmX inh	CCR6 antag	697 NFkB inh	EBI2 block	Jurkat NFkB inh	Gli-Sufu block
COc1ccc(NC(=O)c2cn(CCC#N)nc2-c2cccc([N+](=O)[O-])c2)cc1	-1	2	1.2	-21	18	31	1	8	5
CCCCCc1nc2ccccc2c(=O)n1-c1ccc(Cl)cc1[N+](=O)[O-]	2	-1	-1.6	-10	12	9	10	-8	7

Five entries already listed, ordered by heavy-atom count, descending:
SMILES	UPR XBP1 act	CXCR6 inh	CHOP UPR activ	Mdm2-MdmX inh	CCR6 antag	697 NFkB inh	EBI2 block	Jurkat NFkB inh	Gli-Sufu block
CC(=O)C1C2c3ccccc3OC1(C)N=c1s/c(=C/c3cn(C)nc3C)c(=O)n12 (stereo not drawn)	7	7	-0.2	1	-2	5	-12	-3	9
CC(C)CN1CCN(Cc2ccc(C(F)(F)F)cc2)CC1CCO (stereo not drawn)	1	2	3.0	-16	12	0	0	-4	10
COc1ccc2c(c1)NP(=S)(c1ccccc1)N2C (stereo not drawn)	.	0	.	.	17	.	8	.	-5
Cc1ccccc1NC1=NCCCS1	3	4	-1.6	20	-12	-3	-3	9	1
C=CCc1ccc(OC)cc1	-3	-4	-1.7	-10	-7	17	-4	-6	-2

New compounds follow.
SMILES	UPR XBP1 act	CXCR6 inh	CHOP UPR activ	Mdm2-MdmX inh	CCR6 antag	697 NFkB inh	EBI2 block	Jurkat NFkB inh	Gli-Sufu block
CCN(CC)c1ccc(/C=C2/C(=O)NC(=O)N(CC3CCCO3)C2=O)cc1 (stereo not drawn)	-3	-12	-0.3	18	6	5	4	3	-3
c1ccc(CCNCc2cccs2)cc1	-5	-3	0.2	23	2	6	-7	-12	.
Cc1ccnc(-n2c(C)nc3ccccc3c2=O)c1	2	-9	0.3	-36	3	-27	-15	-17	-8
Cc1ccccc1-n1c(-c2ccoc2)nc2ccccc2c1=O	0	4	0.2	17	-6	11	1	-9	-10
CCc1ccc(-n2c(O)c(/C=N/N3CCCCC3c3cccnc3)c(=O)[nH]c2=O)cc1 (stereo not drawn)	0	8	0.2	12	2	1	11	9	28
CCCCCCN=Cc1c(O)n(C)c(=O)n(C)c1=O	-1	-1	-0.5	-10	3	-26	3	9	-3
Cc1ccc2c(c1)CNc1ccccc1O2	5	-2	1.3	-9	0	-12	-4	-9	2
CSc1nnc(C2CCNCC2)n1C	-2	-1	-1.1	-7	-1	19	-3	8	-3
COc1ccc(/C=C2/C(=O)N(Cc3ccco3)C(=O)N(C(C)C)C2=O)cc1	-2	-6	-1.7	18	22	-11	-3	-5	-2
CSc1ncc(Br)c(N2CC2)n1	.	8	.	.	2	.	-10	.	-1
C[C@@H]1CN(C2CCC(C#N)(c3ccc(F)cc3)CC2)CC[C@]1(C(=O)O)c1ccccc1 (stereo partly drawn)	-6	-3	3.0	19	8	9	-2	-2	-8
O=C(Cc1ccc(Cl)c(Cl)c1)NCC1(N2CCOCC2)CCCCC1	5	-11	-0.2	2	13	14	4	-1	15
COc1ccc(C(O)C(C)NC(C)C(O)c2ccc(OC)cc2)cc1 (stereo not drawn)	-1	5	0.9	4	0	6	-12	-13	7
FC(F)(F)c1ccc2c(c1)N(CCCN1CCN(CCCl)CC1)c1ccccc1S2	1	8	27	61*	3	-17	-13	-11	-11
OC(CNCCc1c[nH]c2ccccc12)C(F)(F)F (stereo not drawn)	0	2	0.1	4	15	13	-9	-2	30
CCOc1ccc(C(=O)OC2CC3CCC(C2)N3C)cc1 (stereo not drawn)	-2	-2	-0.3	14	5	0	-7	-7	6
CSc1ccccc1NP1(=O)OCC(C)([N+](=O)[O-])CO1 (stereo not drawn)	.	0	.	.	0	.	12	.	-7
COC(=O)C1=C(c2ccc(OC(F)(F)F)cc2)C[C@@H]2CC[C@H]1N2C(=O)NC1CCCCC1	-5	4	-1.9	21	15	8	17	12	1
Cn1cccc1CNCCc1ccccc1F	3	4	-1.3	6	-11	14	-5	3	1
Cc1cccn2c(=O)c3cc(C(=O)N4CCC5(CC4)OCCO5)n(C)c3nc12	10	8	1.7	38	-5	-26	-22	53*	-10
CCC(COC(=O)NC)NC(=O)Oc1cccc(C)c1 (stereo not drawn)	-3	0	-4.8	27	4	12	2	0	1
CC(N)C(=O)NC1C2C(=C(O)CC(O)C2O)C(=O)OC1(C)C(Cl)Cl (stereo not drawn)	.	-2	.	.	1	.	-6	.	76*
CCC(=Nc1cccc(C(F)(F)F)c1)c1c(O)n(C)c(=O)n(C)c1=O	0	7	1.9	7	7	0	-6	6	10
O=C(Cc1ccccc1[N+](=O)[O-])N1CCN(Cc2ccc3c(c2)OCO3)CC1	-3	-3	-2.0	7	-17	1	6	-14	28
CCCC(=O)NC(Oc1ccc(C(C)=O)cc1)C(Cl)(Cl)Cl (stereo not drawn)	-3	4	-3.1	6	6	-5	-8	14	15
